Cneo AK release: Cryptococcus neoformans cell lysis inducers, primary screen, AK release luminescence, single concentration. C. neoformans lysis, adenylate kinase release luminescence, 4 h; normalised: neutral wells 0, clomiphene wells 100. AID 651654, 2012. 0.2% of 360,000 active. lysis activity, % at 15 µM;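 active = mean lysis activity across replicates of at least 80%, whatever share of replicates individually reach that level; inactive = mean lysis activity below 80%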
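Assay system: log-phase C. neoformans yeast / Quantity: yeast cell density of 5 × 10^6 cells/mL / Medium: fresh YPD growth medium / Compound: single dose / Timing: static 4 h at 37 °C with compound, 1 h detection / Measured by: adenylate kinase release luminescence / Read-out: lysis from increased AK signal / Benchmarks: Clomiphene as positive lysis control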
LGR2 inh: inhibitors of bursicon-induced LGR2 CRE-luciferase signal, primary screen, cell-based, HEK293, CRE-luciferase reporter, bursicon stimulation | 0.35% of 380,000 active | AID 720647, 2013 | bursicon-stimulated, 4 h | inhibition, % at 9.99 µM | Drosophila bursicon receptor LGR2 (rickets);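 active = drop in luminescence signal, shown as inhibition above about 50% in the replicate tests, limit read from the data, passing the limit was not always enough; inconclusive = probably only some replicates passing the limit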;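 note: agonist challenge used bursicon conditioned medium at about half maximal strength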
ERAP1 HTS inh: human ERAP1 aminopeptidase inhibitors, primary screen, biochemical, single point, plate reader. recombinant ERAP1, Leu-AMC fluorescence, 60 min. 0.15% of 340,000 active. AID 652197, 2013. inhibition, % at 10.7 µM;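 active = mean replicate inhibition of at least 30%, or all replicates individually reaching that 30% level; inactive = mean below 30% and not every replicate reaching it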;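 note: 0% = neutral control wells and 100% = L-leucinethiol positive control wells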
Target sequence (Q9NZ08 whole entry, looked up): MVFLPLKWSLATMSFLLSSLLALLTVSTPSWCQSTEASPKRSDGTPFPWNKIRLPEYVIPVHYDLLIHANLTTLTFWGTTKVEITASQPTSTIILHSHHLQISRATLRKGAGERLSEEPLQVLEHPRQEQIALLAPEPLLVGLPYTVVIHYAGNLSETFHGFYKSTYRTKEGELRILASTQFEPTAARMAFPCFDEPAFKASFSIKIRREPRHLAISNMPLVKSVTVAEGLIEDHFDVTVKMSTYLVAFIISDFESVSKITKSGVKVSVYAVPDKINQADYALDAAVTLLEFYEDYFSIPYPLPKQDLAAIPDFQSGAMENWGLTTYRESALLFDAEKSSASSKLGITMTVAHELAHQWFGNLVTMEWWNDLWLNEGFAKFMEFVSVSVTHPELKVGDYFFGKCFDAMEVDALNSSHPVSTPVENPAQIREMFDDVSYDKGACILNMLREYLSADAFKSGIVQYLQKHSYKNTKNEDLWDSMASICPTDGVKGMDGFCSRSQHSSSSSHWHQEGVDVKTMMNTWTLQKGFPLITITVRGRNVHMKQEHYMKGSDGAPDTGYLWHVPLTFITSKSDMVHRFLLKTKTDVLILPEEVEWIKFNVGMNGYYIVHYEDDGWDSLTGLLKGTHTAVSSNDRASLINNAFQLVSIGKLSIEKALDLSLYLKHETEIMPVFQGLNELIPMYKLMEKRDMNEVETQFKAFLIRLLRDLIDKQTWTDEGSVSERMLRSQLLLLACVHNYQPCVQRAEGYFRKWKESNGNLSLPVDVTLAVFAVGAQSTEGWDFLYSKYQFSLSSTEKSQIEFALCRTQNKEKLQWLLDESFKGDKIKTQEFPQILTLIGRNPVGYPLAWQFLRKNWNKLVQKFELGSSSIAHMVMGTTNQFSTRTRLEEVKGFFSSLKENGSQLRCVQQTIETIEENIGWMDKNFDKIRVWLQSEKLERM
SIRT5 inh: SIRT5 desuccinylase inhibitors, primary screen, biochemical, fluorescence imaging, single point, set 5; AID 652115, 2013; 1.1% of 330,000 active; NAD-dependent protein deacylase sirtuin-5, mitochondrial (Homo sapiens), Q9NXA8; inhibition, % at 15 µM; Purified SirT5, succinyl-peptide AMC, trypsin-coupled fluorescence; in the data active = inhibition above about 15%; inconclusive = no clear call, values can overlap the other calls
S100A4 inh HTS: inhibitors of S100A4-myosin IIA peptide binding, primary screen, biochemical, fluorescence polarization, TAMRA-MyoIIA peptide. Protein S100-A4 (Homo sapiens), P26447. inhibition, % at 10.7 µM. 0.14% of 360,000 active;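 active = mean inhibition of at least 70% across replicates, with every replicate also reaching that level; inconclusive = mean inhibition reaches 70% but some replicates fall short; inactive = mean inhibition below 70%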
Target sequence (P26447 whole entry, looked up): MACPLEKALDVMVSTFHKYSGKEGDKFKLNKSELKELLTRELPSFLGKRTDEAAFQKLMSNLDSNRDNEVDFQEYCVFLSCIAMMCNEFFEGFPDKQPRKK
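Material: S100A4 monomer protein / Buffer or medium: 50 mM HEPES pH 7.2, 10 mM CaCl2, 100 mM KCl / Times: 5 min incubation before reading / Benchmarks: neutral control DMSO, positive control TFP / Reagent: labelled myosin peptide probe, 5 nM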
C2C12 statin: suppressors of statin myotoxicity in C2C12 myotubes, primary screen, cell-based, single point, plate reader; 0.78% of 330,000 active; C2C12 myotubes + simvastatin, ATP luminescence, 48 h; scaled: DMSO 0, geranylgeraniol control 100; rescue of ATP level, % at 7.49 µM;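 active = mean ATP rescue above about 67%, or every replicate alone reaching that limit, limit read from the data, passing the limit was not always enough; inconclusive = no clear call, values can overlap the other calls; inactive = mean under the limit and some replicate under it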;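 note: myotubes were challenged with 10 µM simvastatin during compound exposure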
XiGFP reactiv: activators of inactive X chromosome reactivation, primary screen, imaging, XiGFP fibroblasts, GFP high-content imaging, set 2. XiGFP mouse fibroblasts, % GFP-positive cells imaging, 3 d; cells co-treated with 5-aza-dC sensitizer; scaled so ellipticine positive control = 100%. activation, % at 7.58 µM. 0.055% of 360,000 active;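 active = mean normalized replicate activation at least 10% and every replicate at or above 10%; inconclusive = only one of the two criteria met; inactive = mean below 10% and not all replicates reach 10%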;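 note: 0% = median of on-plate neutral control wells and 100% = ellipticine 6 µM median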
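System: XiGFP fibroblasts, SV40-immortalized. Medium: DMEM plus 5-aza-dC sensitizer. Doses: single point. Timing: 3 d treatment, 15 min room-temperature fixation. Control set: ellipticine 6 µM.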
PGC1a acetyl inh: inhibitors of PGC1a acetylation signal, primary screen, cell-based, U2OS, AlphaScreen, inhibitor mode; AID 651687, 2012; AlphaScreen anti-acetyl-lysine; with virally co-expressed GCN5 acetyltransferase; inhibition, % at 15.6 µM; 0.17% of 350,000 active;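 active = every replicate shows inhibition of at least 40%; inconclusive = mean inhibition at least 40% but some replicate below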;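 note: 0% = neutral control wells and 100% = positive control wells; some results beyond the cut were filed as inactive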
* marks the source's active call; other numbers are inactive results; ? = inconclusive; . = not tested or not shown; & = joins results of further samples.

SMILES	Cneo AK release	LGR2 inh	ERAP1 HTS inh	SIRT5 inh	S100A4 inh HTS	C2C12 statin	XiGFP reactiv	PGC1a acetyl inh
c1ccc2c(c1)Oc1ccccc1S2	-4	0	2	.	-5	-4	.	-3
COc1ccc(-c2ccc3c(c2)C2CC3CCN2C(=O)C(C)(C)C)cc1 (configuration not stated)	-2	3	-1	1	5	5	0.2	-6
CCN(CC(=O)Nc1ccc2c(c1)OCCO2)Cc1cc(=O)n2ccsc2n1	.	-35	2	10	-4	.	0.1	3
C[C@H]1CN([C@@H](C)CO)C(=O)c2cc(NC(=O)CCN3CCOCC3)ccc2O[C@H]1CN(C)S(=O)(=O)c1cccs1	3	-4	1	2	-18	-18	-0.9	-10
COc1ccc(-c2ccc([C@@H]3[C@@H](C#N)N(C(=O)NC(C)C)[C@H]3CO)cc2)cc1	3	5	-1	5	11	5	0.2	2
COc1ccc([C@@H]2CC=C(C(=O)O)[C@H](c3ccc(Br)cc3)N2S(=O)(=O)c2ccccc2C)cc1	0	-3	2	1	9	0	-0.1	11
CCOC(=O)N1CCN(C(c2ccccc2)c2sc3nc(C)nn3c2O)CC1 (configuration not stated)	0	-8	-2	-1	-2	-6	.	9
CCc1ccc(CNC(=O)C2CCC(=O)N(CCc3ccc(Cl)cc3)C2)nc1 (configuration not stated)	7	-12	0	-3	-11	13	0.3	-8
COc1ccc(S(=O)(=O)Nc2ccc3c(c2)C(=O)N([C@H](C)CO)C[C@H](C)[C@H](CN(C)C(=O)CCCN(C)C)OCCCC[C@@H](C)O3)cc1	0	4	-9	-9	-19	11	-0.4	20
COCCNC(=O)CCCn1c(=O)c2cc(OC)c(OC)cc2n(CC(=O)NCCC2=CCCCC2)c1=O	.	1	-2	-2	1	.	0.0	.
COc1cccc(CNC(=O)[C@H]2CCCN2C(=O)C2CCCN2C(=O)c2ccc(OC)c(F)c2)c1 (some centres not stated)	.	-2	1	0	2	.	0.0	.
CCC(NS(=O)(=O)c1ccc(C)cc1)C(=O)N1CCOCCOCCOCCOCC1 (configuration not stated)	1	-6	0	-3	-4	-8	-0.1	.
C=CCOC(=O)C1=C[C@@H](c2coc3ccccc3c2=O)C[C@@H](OCCCCO)O1	2&-5	-8	2&0	-7	-6&-13	4	-0.2	-10&-2
CCN1CCN(C(=O)C(=O)c2cn(CC(=O)N3CCCCCC3)c3ccccc23)CC1	-4	-3	-1	-1	-10	1	0.2	.
C=C[C@H]1C(C(=O)OCC)=CC[C@@H](c2ccccc2)N1S(=O)(=O)c1ccc(C)cc1	1	14	2	5	0	0	-0.1	-55
C=CCN1C(=O)C(CC(=O)NCC)SC1=Nc1ccccc1OC (configuration not stated)	-1	-9	-3	-19	1	4	0.3	-5
C[C@H]1CN([C@@H](C)CO)C(=O)c2cc(C#CC3CC3)cnc2O[C@@H]1CN(C)Cc1cccc(C(=O)O)c1	-13	-20	.	.	-3	3	0.0	6
O=C(c1ccco1)N1N=C(c2ccc(Cl)cc2)CC1(O)C(F)(F)F (configuration not stated)	.	-6	0	3	0	6	0.0	?
C[C@@H]1CN([C@H](C)CO)C(=O)c2cc(NC(=O)Nc3ccc(F)cc3)ccc2O[C@H]1CN(C)Cc1ccc(Cl)c(Cl)c1	-2	-3	0	7	8	0	-0.6	4
Cc1noc(C)c1S(=O)(=O)Nc1ccc2c(c1)C(=O)N([C@@H](C)CO)C[C@H](C)[C@@H](CN(C)Cc1ccccc1)OCCCC[C@H](C)O2	7	4	4	-1	11	.	0.0	-9
CCC(=O)N[C@@H]1CC[C@@H](CC(=O)NCC2CCCCC2)O[C@H]1CO	1	-12	4	1	?	-8	-0.4	12
COc1cccc(-c2ccc3n(c2=O)C[C@@H]2[C@@H](CO)[C@H](C(=O)N(C)C)N(C(=O)C4CC4)[C@H]32)c1	-3	18	-2	-25	1	-13	0.4	.
COc1ccc(OC)c(CCNC(=O)CN2C(=O)CCSc3ccccc32)c1	-1	-10	1	-8	-6	7	0.0	-2
Nc1ncc2[nH]c(N)nc2n1	0	-16	-1	-5	4	-1	0.1	-12
CC(=O)c1cccc(NC(=O)CSc2nnc(-c3ccncc3)o2)c1	2	1	2	-3	32	0	-0.4	-4
CCCCOc1ccc2c(c1)/C(=C(\C(Cl)=C(Cl)Cl)[N+](=O)[O-])N2	2	23	-1	2	-21	-1	0.1	11
COc1ccc(NC(=O)c2cc(C3CCCCN3C(=O)c3cc(F)ccc3C)on2)c(C)c1 (configuration not stated)	6	13	-2	.	-3	-3	0.0	17
O=C(N/N=C/c1ccccc1F)c1ccccc1OCc1ccccc1	0	-1	0	0	-2	-22	0.3	.
O=C(O)c1ccc(N2CC3CC(C2)c2cccc(=O)n2C3)c(NS(=O)(=O)c2cccc(C(F)(F)F)c2)c1 (configuration not stated)	.	15	1	-4	-4	.	0.4	.
O=C(O)c1ccccc1SCCS(=O)(=O)c1ccc(Cl)cc1Cl	-1	-1	0	10	-6	?	.	-7

Some of these compounds in order of molar mass, lowest first.
SMILES	Cneo AK release	LGR2 inh	ERAP1 HTS inh	SIRT5 inh	S100A4 inh HTS	C2C12 statin	XiGFP reactiv	PGC1a acetyl inh
Nc1ncc2[nH]c(N)nc2n1	0	-16	-1	-5	4	-1	0.1	-12
CCC(=O)N[C@@H]1CC[C@@H](CC(=O)NCC2CCCCC2)O[C@H]1CO	1	-12	4	1	?	-8	-0.4	12
C=CCN1C(=O)C(CC(=O)NCC)SC1=Nc1ccccc1OC (configuration not stated)	-1	-9	-3	-19	1	4	0.3	-5
O=C(N/N=C/c1ccccc1F)c1ccccc1OCc1ccccc1	0	-1	0	0	-2	-22	0.3	.
O=C(c1ccco1)N1N=C(c2ccc(Cl)cc2)CC1(O)C(F)(F)F (configuration not stated)	.	-6	0	3	0	6	0.0	?
CCCCOc1ccc2c(c1)/C(=C(\C(Cl)=C(Cl)Cl)[N+](=O)[O-])N2	2	23	-1	2	-21	-1	0.1	11
COc1ccc(OC)c(CCNC(=O)CN2C(=O)CCSc3ccccc32)c1	-1	-10	1	-8	-6	7	0.0	-2

New compounds follow
SMILES	Cneo AK release	LGR2 inh	ERAP1 HTS inh	SIRT5 inh	S100A4 inh HTS	C2C12 statin	XiGFP reactiv	PGC1a acetyl inh
COc1ccc(NC(=O)N(C)C[C@@H]2OCCCC[C@@H](C)Oc3ccc(NC(=O)CCC(F)(F)F)cc3C(=O)N([C@H](C)CO)C[C@H]2C)cc1	0	-19	2	7	4	36	0.0	-5
COC(=O)C1=C(CN2CCSCC2)NC(=O)NC1c1cc(C)ccc1C (configuration not stated)	2	-2	.	.	.	29	.	-17
COc1cc(/C=N/NC(N)=O)ccc1OCC(=O)N1C(C)CCCC1C (configuration not stated)	.	-25	1	-4	2	.	0.1	.
O=C(/C=C/c1ccccc1Cl)N1CCCN(C(=O)/C=C/c2ccccc2Cl)CC1	-1	-3	.	.	.	.	0.0	8
Nc1ccc2c(c1)C(=O)c1ccc(N)cc1-2	0	.	1	.	-6	10	0.1	-9
C=CCNC(=O)CN1C(=O)C2C3c4ccccc4C(c4ccccc43)C2C1=O (configuration not stated)	.	9	-1	-7	-5	.	0.2	-2
O=S1(=O)CC(N2CCN(CCO)CC2)CN1Cc1cn(Cc2ccccc2C(F)(F)F)nn1 (configuration not stated)	-7	7	-1	-1	-3	2	0.3	3
CCCNC(=O)C[C@@H]1C[C@H]2c3cc(NS(=O)(=O)c4cccc(OC)c4)ccc3O[C@H]2[C@H](CO)O1	2	-7	0	-8	10	-2	0.9	-8
O=C(CSc1ncnc2sccc12)Nc1ccccc1F	.	-12	5	-4	4	.	0.2	.
C[C@H](CO)N1C[C@H](C)[C@@H](CN(C)C(=O)CN(C)C)Oc2ncc(-c3ccc(C(=O)N(C)C)cc3)cc2C1=O	7	6	0	-1	-7	9	0.5	1
Clc1ccc(-n2nnc(-c3ncc[nH]3)n2)cc1Cl	0	-20	1	.	1	8	-0.1	1
Cc1ccc(C(=O)CC2(O)C(=O)N(C)c3ccccc32)o1 (configuration not stated)	0	-23	1	5	-9	.	0.0	1
COC(=O)c1cc2c(c3c4cc(C)ccc4n(S(=O)(=O)c4ccc(C)cc4)c13)C(=O)N(Cc1ccccc1OC)C2	.	-7	0	.	2	.	0.0	.
O=[N+]([O-])c1cccc(S(=O)(=O)Nc2ccc(Cc3ccncc3)cc2)c1	.	-3	-5	-1	-10	.	0.0	12
COCCCn1c(SCC(=O)NC2CCCCC2)nc2ccccc2c1=O	8	6	1	-8	-13	-19	0.0	.

Copied from the list.
COc1cc(/C=N/NC(N)=O)ccc1OCC(=O)N1C(C)CCCC1C (configuration not stated) – S100A4 inh HTS: 2
COc1ccc(NC(=O)N(C)C[C@@H]2OCCCC[C@@H](C)Oc3ccc(NC(=O)CCC(F)(F)F)cc3C(=O)N([C@H](C)CO)C[C@H]2C)cc1 – Cneo AK release: 0
C[C@H](CO)N1C[C@H](C)[C@@H](CN(C)C(=O)CN(C)C)Oc2ncc(-c3ccc(C(=O)N(C)C)cc3)cc2C1=O – ERAP1 HTS inh: 0

(further entries)
SMILES	Cneo AK release	LGR2 inh	ERAP1 HTS inh	SIRT5 inh	S100A4 inh HTS	C2C12 statin	XiGFP reactiv	PGC1a acetyl inh
CC(C)=C[C@H]1C[C@H](C)[C@H]2CC[C@H](C)c3c(O[C@@H]4OC[C@@H](O)[C@H](O)C4O)c(O)c(C)c1c32 (some centres not stated)	4	18	1	-2	-2	-2	0.0	5
O=C(COC(=O)CNC(=O)c1ccc2c(c1)OCO2)Nc1ncc(Cl)cc1Cl	.	11	-7	-2	4	.	0.1	7
CC(C)NC(=O)N(C)C[C@H]1Oc2ccc(NC(=O)CCC(F)(F)F)cc2C(=O)N([C@@H](C)CO)C[C@H]1C	-6	-9	0	-12	9	-12	-1.2	-5
Cc1c(C(=O)Nc2nnc(C3CC3)s2)oc2ccccc12	1	.	-4	-11	-3	4	0.1	.
CCCC(=O)Nc1ccc2c(c1)OC[C@@H](C)N(Cc1ccccc1)C[C@H](C)[C@H](OC)CN(C)C2=O	0	-7	3	1	-5	28	0.1	12
O=C(NCc1cccnc1)c1ccc(COc2ccc3c(c2)CCC3)o1	3	1	4	1	-4	-3	.	-22

From PubChem

Not all compounds are listed (hit frequency here may not be typical).
